Assay outcomes (PubChem BioAssay)
TbREL1 primary: TbREL1 inhibition, primary screen | P86926 | TbREL1 RNA ligation, FRET fluorescence | inhibition, % at 9.66 µM | 0.49% of 89,000 active | AID 1117264;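 active means inhibition above the mean inhibition across all screened compounds plus 3 SD, cut at about 11% in these data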;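 further: 0% = plate median of test wells and 100% = NSC42067 control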
Target sequence (P86926 whole entry, looked up): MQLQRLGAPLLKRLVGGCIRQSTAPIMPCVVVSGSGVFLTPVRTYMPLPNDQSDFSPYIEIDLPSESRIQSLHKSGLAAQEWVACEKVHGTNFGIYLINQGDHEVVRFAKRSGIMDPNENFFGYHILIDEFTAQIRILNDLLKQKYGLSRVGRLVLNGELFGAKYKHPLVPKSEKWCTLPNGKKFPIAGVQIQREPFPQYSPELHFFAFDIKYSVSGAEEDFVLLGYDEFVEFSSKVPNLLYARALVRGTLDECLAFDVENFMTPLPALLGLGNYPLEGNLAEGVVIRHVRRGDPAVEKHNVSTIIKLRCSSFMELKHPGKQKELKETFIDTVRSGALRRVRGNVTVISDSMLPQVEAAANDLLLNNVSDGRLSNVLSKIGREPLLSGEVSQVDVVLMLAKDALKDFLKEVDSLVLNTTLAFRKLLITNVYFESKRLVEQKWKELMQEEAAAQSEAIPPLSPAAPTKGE
Starred values were filed as active, the others as inactive.

The first six records (preview)
TbREL1 primary	structure
-2	COc1cccc(-c2nc3ccc(C(=O)N4CCCC(O)C4)cc3o2)c1 (stereo not given)
-3	COc1ccc(CNC(=O)c2cccc3c2C(=O)N(Cc2cccnc2)C3)cc1
0	O=C(CSC(=O)c1ccccc1)Nc1ccccc1F
-1	CCc1ccccc1Nc1nc(-c2cccnc2)cs1
-1	CCOc1ccc(NC(=O)C2CCC(CNc3c(N4CCOCC4)c(=O)c3=O)CC2)cc1 (stereo not given)
-5	COc1ccc(N2CCN(C(=O)c3ccc(N4C(=O)NC5CC4(C)Oc4ccccc45)cc3)CC2)cc1 (stereo not given)

Main list, previewed entries included:
TbREL1 primary	structure
-2	COc1cccc(-c2nc3ccc(C(=O)N4CCCC(O)C4)cc3o2)c1 (stereo not given)
-3	COc1ccc(CNC(=O)c2cccc3c2C(=O)N(Cc2cccnc2)C3)cc1
0	O=C(CSC(=O)c1ccccc1)Nc1ccccc1F
-1	CCc1ccccc1Nc1nc(-c2cccnc2)cs1
-1	CCOc1ccc(NC(=O)C2CCC(CNc3c(N4CCOCC4)c(=O)c3=O)CC2)cc1 (stereo not given)
-5	COc1ccc(N2CCN(C(=O)c3ccc(N4C(=O)NC5CC4(C)Oc4ccccc45)cc3)CC2)cc1 (stereo not given)
1	Cc1cc2ccccn2c1C(=O)c1ccc([N+](=O)[O-])cc1[N+](=O)[O-]
-5	CC(C)(C)c1ccc(C(=O)N2CCN(c3ccc(N4CCOCC4)nn3)CC2)cc1
-5	CC(C)c1ccc(C2/C(=C(/O)c3ccc(F)cc3)C(=O)C(=O)N2CCCN2CCOCC2)cc1 (stereo not given)
-3	O=C(CSc1nc2ccccc2c(=O)n1-c1ccc(F)cc1F)NC1CCS(=O)(=O)C1 (stereo not given)
1	COC(=O)Cn1cc(C(=O)C2CC2)c2ccccc21
1	Cc1ccc(N2C(=O)CN(Cc3cccs3)C2=S)cc1C
5	COc1ccccc1NC(=O)Cn1cnc2c(oc3ccccc32)c1=O
-2	CC(C)CC(=O)NC1(C(F)(F)F)C(=O)N(CC(C)C)C2=C1C(=O)CC(C)(C)C2 (stereo not given)
3	O=C(Nc1nccs1)C1CCCN1S(=O)(=O)c1cccc2cccnc12 (stereo not given)
0	O=C(CN(Cc1ccccc1)S(=O)(=O)c1ccccc1)N1CCOCC1
2	COC(=O)c1sccc1NC(=O)CCC1CCCC1
0	O=C(CCN1C(=O)c2ccccc2C1=O)C1=NN[C@@H]2C(=O)N(c3ccc(F)cc3)C(=O)[C@H]12
1	O=C(O)C1CCCCN1C(=O)c1ccc(S(=O)(=O)N2CCCCCC2)cc1 (stereo not given)
0	O=C(NCC(c1ccco1)N1CCCC1)c1ccc(S(=O)(=O)Nc2ccccc2Cl)cc1 (stereo not given)
0	Cc1ccc(N2CC(C(=O)NC(C)CCc3ccccc3)CC2=O)cc1 (stereo not given)
1	C/C(=N/Nc1ncc(C(F)(F)F)cc1Cl)c1ccncc1
3	CCCS(=O)(=O)NC(=O)C1(C)CCCN(C(=O)c2ccc(C(F)(F)F)cc2)C1 (stereo not given)
3	O=Cc1cnc(N2CCN(Cc3ccccc3)CC2)s1
2	CCOC(=O)/C=C1\CC(=O)Nc2cc(C)c(C)cc2N1
1	CN(CC(=O)NC1CCN(Cc2ccccc2)CC1)S(=O)(=O)c1ccc2c(c1)c(=O)n(C)c(=O)n2C
0	CCCCCCCCCc1nc2sc3c(c2c(=O)n1NC(=O)c1ccc([N+](=O)[O-])cc1)CC(C)(C)OC3
-1	CN(C)CCCn1c(N)c(C#N)c2nc3ccccc3nc21
3	COC(=O)[C@H](CC(C)C)N(Cc1ccccc1)S(=O)(=O)N(Cc1ccccc1)[C@@H](CC(C)C)C(=O)OC
2	O=C(NCCCCc1ccccc1)c1cccc(NC(=O)C2CCC2)c1

6 records drawn at random from the list so far:
TbREL1 primary	structure
1	O=C(O)C1CCCCN1C(=O)c1ccc(S(=O)(=O)N2CCCCCC2)cc1 (stereo not given)
1	COC(=O)Cn1cc(C(=O)C2CC2)c2ccccc21
2	COC(=O)c1sccc1NC(=O)CCC1CCCC1
-5	CC(C)c1ccc(C2/C(=C(/O)c3ccc(F)cc3)C(=O)C(=O)N2CCCN2CCOCC2)cc1 (stereo not given)
3	O=C(Nc1nccs1)C1CCCN1S(=O)(=O)c1cccc2cccnc12 (stereo not given)
-5	COc1ccc(N2CCN(C(=O)c3ccc(N4C(=O)NC5CC4(C)Oc4ccccc45)cc3)CC2)cc1 (stereo not given)

Other structures
TbREL1 primary	structure
1	Cc1ccc(N=C(c2cccs2)N2CCOCC2)cc1
4	COC(=O)[C@@]12C[C@@H](CC(=O)NCCC(C)C)C(=O)N(Cc3ccc4c(c3)OCO4)C1=CCC(C)(C)C2
3	CC(=O)Nc1ccc(-c2ccnc3c2CC(C(=O)Nc2ccc(Cl)c(C(F)(F)F)c2)O3)cc1 (stereo not given)
-4	C=CCn1cnnc1SCC(=O)N(C)CC1COc2ccccc2O1 (stereo not given)
1	O=C(CCC1CCCCC1)NCc1ccncc1
-1	CO/N=C1\CCCc2c(C(=O)NN)sc(SC)c21
-1	Cc1cc(C)c(S(=O)(=O)N2CCCC(C(=O)NCc3cccnc3)C2)c(C)c1 (stereo not given)
2	O=c1c(-c2ccc(Cl)cc2)[n+]([O-])c2ccccc2n1OCc1ccccn1
0	Cc1ccc(NC(=O)CN2C(=O)NC3(CCCC3)C2=O)c(Cl)c1
-2	Cc1cccc(NC(=O)c2ccc([N+](=O)[O-])o2)n1
1	Nc1nc(NCc2ccco2)nc(N2CCCCC2)c1[N+](=O)[O-]
-2	CCOC(=O)c1c(C)nc(-c2ccccc2)nc1NC(=O)CC
-2	CCCCN1CC(=O)N2[C@H]3c4ccc(OC)cc4OC[C@@H]3[C@H](c3ccccc3)[C@]2(C)C1=O
1	COC(=O)c1ccc(C)c(NS(=O)(=O)c2ccc(C)c([N+](=O)[O-])c2)c1
3	Cc1ccc2c(c1)cc(CN(Cc1ccco1)C(=O)N1CCOCC1)c1nnnn12
-2	CCOCCCNCC(=O)Nc1cc(S(=O)(=O)N2CCOCC2)ccc1N1CCOCC1
16*	COC(=O)C1=C(C)N(Cc2ccc(C(F)(F)F)cc2)C(=NCc2ccccc2C(F)(F)F)NC1c1cccc(Cl)c1 (stereo not given)
4	Cc1cc(Nc2ccc(F)cc2)n2nc(C)nc2n1
4	O=C(CC12CCC(CC1)C2)NCc1ccc2c(c1)OCO2
1	Cc1ccc(-n2c(SCC(=O)c3ccc(F)cc3)nnc2-c2cccnc2)cc1
2	COc1cc(CC(=O)N(c2ccccc2)c2nc(C)cs2)cc(OC)c1OC
0	CCN1C[C@@H]2[C@@H]3C(=O)N(Cc4ccccc4)C(=O)[C@@H]3[C@](CC)(C1=O)N2C(=O)c1ccc(F)cc1
0	O=C(CN1C(=O)NC2(CCCC2)C1=O)Oc1ccc2ccc(=O)oc2c1
-2	CN(C)c1ccc(NC(=O)Nc2cccc(Cl)c2)cc1
1	COc1nccnc1NS(=O)(=O)c1ccc(N=Cc2c(C)[nH]n(-c3ccccc3)c2=O)cc1
-1	COC(=O)c1ccc2nc(-c3ccc(OC)c(OC)c3)c(Cc3ccccc3OC)n2c1
0	Cc1ccccc1NC(=O)c1ccccc1NC(=O)c1cccs1
3	COc1ccccc1C(=O)Nc1nc(-c2ccc3c(c2)OCCO3)cs1
-2	CCCNC(=O)NS(=O)(=O)c1cnccc1Sc1ccc(Cl)c(Cl)c1
-1	Cc1ccccc1S(=O)(=O)N1[C@@H](c2ccccc2)C(C(=O)O)=CC[C@H]1c1ccc(Cl)cc1

(listing goes on)
TbREL1 primary	structure
1	O=C(/C=C/c1ccco1)N1CCN(S(=O)(=O)/C=C/c2ccccc2)CC1
-1	CCOC(=O)C(C)(C)Sc1nc2c(cnn2-c2ccc(C)cc2)c(=O)[nH]1
4	Cc1nccn1CCC(=O)O
-1	O=C(NCc1ccco1)c1cc2n(n1)C(C(F)(F)F)CC(c1ccc(Cl)c(Cl)c1)N2 (stereo not given)
1	O=[N+]([O-])c1ccccc1CNCCCCCO
-3	Cc1cc(C)nc(N2CCCC(C(=O)Nc3ccc4c(c3)OCO4)C2)n1 (stereo not given)
-1	CCN(C(=O)COC(=O)CSc1ccc(C)cc1C)c1c(N)n(Cc2ccccc2)c(=O)[nH]c1=O
-2	CC(C)CCn1c(N2CCC(C(N)=O)CC2)nc2c1c(=O)[nH]c(=O)n2C
4	Cc1cccc2nc(CSC(=N)N)c(Br)n12
-2	COCCNC(=O)c1onc(CSc2cccc(OC)c2)c1C(=O)NCCOC
-1	CC1(C)CC(=O)C=C(NCc2cccs2)C1
-5	Cc1[nH]c2ccccc2c1C1C(c2ccccc2)=NN=C(C(C)C)N1O (stereo not given)
6	CC(=O)c1cccc(NC(=O)N2C3CCC2CC(O)(c2cccnc2)C3)c1 (stereo not given)
-9	COc1ncnc2c1ncn2CCCNc1ccc(C)c(C)c1
3	CCOC(=O)c1c(NC(=O)C2CCCO2)sc(C(N)=O)c1C (stereo not given)
2	CC(=NCCc1ccccc1)C1=C(O)CCC1=O
-2	Cc1ccc(-c2csc(NC(=O)C3=COCCO3)n2)cc1
-1	CC(C)C[C@H]1COc2cccc(N(C)CCO)c2S(=O)(=O)N1
3	Cc1cc(N/N=C/c2ccccc2)nc(N)n1
0	COc1ccc(N2C(=O)CC(NCc3ccncc3)C2=O)cc1 (stereo not given)
13*	COC(=O)C1=C(C)N(Cc2cccc(C(F)(F)F)c2)C(=NCc2ccc3c(c2)OCO3)NC1c1ccccc1C(F)(F)F (stereo not given)
-2	COc1cc(CCCN2CCNC[C@@H]2Cc2ccc(O)cc2)cc(OC)c1OC
-2	COc1ccccc1C(=O)NCCCNC(=O)c1cnccn1
2	CN1CCN(S(=O)(=O)c2ccc(N)cc2)CC1
-3	O=[N+]([O-])c1cc(C(F)(F)F)cc([N+](=O)[O-])c1NCCCN1CCOCC1
1	CCN(CC)C(c1ccc(C)cc1)c1nnnn1C1CCCCC1 (stereo not given)
2	CN(C)S(=O)(=O)c1cccc(NC(=O)c2ccc(COc3ccccc3)cc2)c1
-3	CCCc1cc(Nc2c(C)n(C)n(-c3ccccc3)c2=O)n2c(nc3ccccc32)c1C#N
-4	COc1ccc(NC(=O)N(Cc2ccc(C)cc2)Cc2cccnc2)c(OC)c1
6	c1ccc([C@H]2CN3C(=N2)Sc2ccccc23)cc1

Three entries out of the list above, sorted by their value in TbREL1 primary, falling.
TbREL1 primary	structure
2	CN(C)S(=O)(=O)c1cccc(NC(=O)c2ccc(COc3ccccc3)cc2)c1
-1	CCOC(=O)C(C)(C)Sc1nc2c(cnn2-c2ccc(C)cc2)c(=O)[nH]1
-2	COCCNC(=O)c1onc(CSc2cccc(OC)c2)c1C(=O)NCCOC

More compounds follow:
TbREL1 primary	structure
-3	Cc1ccc(S(=O)(=O)N/N=C\c2cn(-c3ccccc3)nc2-c2ccccc2)cc1
3	Fc1ccc(OCCOCCNCC2CCCO2)cc1 (stereo not given)
-2	CCC(=O)Nc1ccc2c(c1)nc(CCN1CCN(c3ccccn3)CC1)n2C
2	Cc1noc(C)c1S(=O)(=O)N(C)C[C@H]1Oc2ccc(NS(=O)(=O)c3cn(C)cn3)cc2C(=O)N([C@H](C)CO)C[C@@H]1C
-1	CC(CCc1ccccc1)NC(=O)/C=C/c1ccccc1 (stereo not given)
-6	CCCn1c(C2CC(=O)N(c3ccc(C)cc3)C2)nc2ccccc21 (stereo not given)
0	C=CCN1C(=O)c2ccc(C(=O)N3CCN(S(=O)(=O)c4ccccc4Br)CC3)cc2C1=O
-2	Cn1cnc(S(=O)(=O)Nc2ccccc2N2CCOCC2)c1
0	O=C(CSc1nnc(CNC(=O)c2c(F)cccc2Cl)o1)Nc1ccc2c(c1)OCCO2
0	Cc1cc(C)nc(SCC(=O)N/N=C/c2cccs2)n1
-3	COc1ccc(NC2CC(=O)N(C)C2=O)cc1 (stereo not given)
6	CC(=O)c1ccccc1NC(=O)c1cc(S(=O)(=O)N2CCOCC2)ccc1N1CCCC1
1	CCC1CCCCN1C(=O)COc1ccc2c3c(c(=O)oc2c1)CCC3 (stereo not given)
1	CC(Sc1nnc(C2CC2)n1C1CC1)C(=O)Nc1cccc(S(=O)(=O)N(C)C)c1 (stereo not given)
-2	COc1ccc(Nc2nc(N)nc(CSC(=S)N3CCN(c4ccccc4)CC3)n2)cc1
1	CCOc1ccccc1C(=O)OCC(=O)Nc1cccc(S(=O)(=O)N2CCCC2)c1
-3	Cc1ccccc1CN(c1ccc(C(=O)Nc2cccnc2)cc1)S(C)(=O)=O
0	Cc1oncc1C(=O)NC1CCCCC1
0	Cc1noc(C)c1C(=O)OCC(=O)Nc1cccc(S(=O)(=O)N(C)C)c1
1	CCN(CC(=O)Nc1c(F)cccc1F)C(=O)Cn1c(=O)cnc2ccccc21
-2	COc1ccc(-c2nc3c(C)cc(Br)cn3c2Cc2cccc(Cl)c2)cc1OC
-2	COC(=O)CN1C(=O)[C@@H]2[C@H](C1=O)[C@@H]1CC(C(=O)OC)=C[C@@H](C(=O)OC)[C@@H]3C1=C(C(=O)[C@@]3(C)NC(=O)c1ccccc1)[C@@H]2C
2	c1ccc(-c2nnc3sc(Cc4cccs4)nn23)cc1
5	Cc1c(C(=O)NCc2ccccn2)oc2ccc(S(=O)(=O)N3CCOCC3)cc12
-1	CN(c1ccc(C(=O)NCCSCc2ccc(Cl)cc2)cc1)S(=O)(=O)c1ccccc1
1	Fc1ccc(C(CCCn2nnc(-c3cccnc3)n2)c2ccc(F)cc2)cc1
-2	COc1ccc(/C=N/n2c(-c3ccc(C)cc3)n[nH]c2=S)cc1OC
-2	CCOC(=O)N1CCN(C(=O)c2cc(COc3cccc(C(F)(F)F)c3)on2)CC1
2	CCOC(=O)N1N=C(c2ccccc2)CC1(O)C(C)(F)F (stereo not given)
0	CCCn1c(N)cc(=O)n(CCC)c1=O

Going on with the list.
TbREL1 primary	structure
-8	CCCCC(=O)NNC(=S)NC(=O)c1ccc(C)cc1
-1	COc1cc(C(=O)OCC(=O)c2c(N)n(C)c(=O)n(C)c2=O)ccc1OCCC(C)C
0	O=S(=O)(N/N=C/c1ccc(OC2CSC2)cc1)c1ccccc1
1	Cn1cccc1Cc1nnc(SCC(=O)Nc2ccccc2F)n1CCc1ccccc1
-1	CC(/C=N/NC(=O)c1ccc(Cn2cc([N+](=O)[O-])cn2)o1)=C\c1ccccc1
-3	CC(C)(C)NC(=O)COC(=O)Cc1ccc(Cl)cc1

Some of the compounds tested; rates above refer to the full screens.
